JMJD2E inh = inhibitors of human JMJD2E histone demethylase; B2RXH2; JMJD2E catalytic domain, FDH-coupled NADH fluorescence (FDH is formaldehyde dehydrogenase); Potency, µM (top dose mostly 57.1 µM), without a hit: top-dose activity change, negative = inhibition, actives largely listed as inhibitors; hit rate 1.6% among 230,000; active = well fitted inhibition curve with a large enough effect, not every such curve was filed as active; inconclusive = small, poorly fitted or top-dose-only effect, or another doubt; inactive = no such curve, though single readings can be large or run the other way;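 also: 0% = wells with enzyme and -100% = buffer wells without enzyme; nearly all actives have a fitted effect of over 50% in size; many of its hits are not listed in these tables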
Target sequence (B2RXH2 1-337 limits assumed): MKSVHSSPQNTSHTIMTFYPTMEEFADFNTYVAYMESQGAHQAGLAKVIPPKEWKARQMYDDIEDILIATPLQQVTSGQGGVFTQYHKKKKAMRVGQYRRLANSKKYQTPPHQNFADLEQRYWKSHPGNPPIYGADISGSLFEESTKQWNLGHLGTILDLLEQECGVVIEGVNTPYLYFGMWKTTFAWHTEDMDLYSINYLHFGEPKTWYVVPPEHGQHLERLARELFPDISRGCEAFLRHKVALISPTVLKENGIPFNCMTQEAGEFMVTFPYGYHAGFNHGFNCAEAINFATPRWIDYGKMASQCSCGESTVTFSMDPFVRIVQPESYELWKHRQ
TexasRed fluor = counter-screen for TRb-SRC2 inhibitors: fluorescence interference; hit rate 0.29% among 280,000; TRb/SRC2 Texas Red total fluorescence interference; Potency, µM (series often up to 106 µM), inactives show at the top dose fluorescence change, negative = quenching; active = well fitted curve in either direction with a large enough effect; inconclusive = small, poorly fitted or top-dose-only effect; also: % is scaled to controls: 0 for no effect and ±100 for the full control effect
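Human TRb ligand-binding domain at 0.6 uM with 20 nM Texas Red SRC2 peptide in Tris buffer containing 1 uM T3 and 5% DMSO, incubated with compound 5 h at ambient temperature. Total fluorescence (555/632 nm) calculated as parallel + 2 × perpendicular.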
RECQ1 helicase = blocks DNA unwinding by human RECQ1; RECQ1 DNA unwinding, red fluorescence kinetic read; Potency, µM (top dose mostly 57.3 µM), without a hit: top-dose activity, negative = inhibition, hits mostly inhibitors; hit rate 0.54% among 240,000; AID 2549;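 also: plate controls were vehicle for no effect and no enzyme for full effect; nearly all actives have a fitted effect of over 30% in size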
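50 nM RECQ1T1 preincubated 15 min with compound in Tris pH 8.0 buffer with MgCl2, DTT, Tween-20 and 2.5 ug/ml poly(dI-dC); started with 200 nM TAMRA/BHQ-2 forked duplex and 2 mM ATP. Unwinding read as fluorescence (525/598 nm), two reads 2 h apart.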
SMN2 splice enh = SMN2 splice variant enhancement. Potency, µM (doses to about 46.1 µM), inactives show at the highest dose activity change, positive = activation, usual class: activators. HEK293 SMN2-luciferase splicing reporter, luminescence, 30-36 h. AID 1458. hit rate 2.8% among 210,000; also: % of control where 0% means no effect; nearly all actives have a fitted effect of over 55% in size
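HEK293 cells carry an SMN2 minigene-luciferase reporter in which exon 7 inclusion puts luciferase in frame. Cells were seeded at 2000 cells/well, attached for 10-12 hours, then exposed to compounds for 30-36 hours at 37C before ONE-Glo luminescence.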
GoLoco inh red = blocks human Gai1 binding to RGS12 GoLoco peptide, red readout; P63096; Gai1:RGS12 GoLoco peptide FP, rhodamine, 10 min; Potency, µM (doses to about 61.6 µM), without a hit: top-dose activity, negative = inhibition, hits mostly inhibitors; hit rate 0.44% among 230,000; AID 880; active = well fitted inhibition curve with a large enough effect, not every such curve was filed as active; inactive = no such curve, though single readings can be large or run the other way; also: % is scaled to controls: 0 for no effect and ±100 for the full control effect; nearly all actives have a fitted effect of over 30% in size; many of its hits are not listed in these tables
Target sequence (P63096 whole entry, looked up): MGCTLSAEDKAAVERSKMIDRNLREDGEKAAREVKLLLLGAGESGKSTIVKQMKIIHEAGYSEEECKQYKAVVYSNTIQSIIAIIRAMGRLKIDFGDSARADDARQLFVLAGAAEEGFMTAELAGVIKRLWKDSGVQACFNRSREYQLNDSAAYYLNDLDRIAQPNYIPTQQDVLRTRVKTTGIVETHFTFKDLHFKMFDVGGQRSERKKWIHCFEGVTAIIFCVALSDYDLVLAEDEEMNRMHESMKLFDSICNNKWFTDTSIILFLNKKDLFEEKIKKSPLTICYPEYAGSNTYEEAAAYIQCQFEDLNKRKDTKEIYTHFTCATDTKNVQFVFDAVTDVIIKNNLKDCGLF
ALDH1A1 inh = inhibitors of human aldehyde dehydrogenase 1A1; P00352; Purified ALDH1A1, NADH fluorescence, propionaldehyde substrate; Potency, µM (doses to about 75.3 µM), inactives show top-dose activity, negative = inhibition, actives largely listed as inhibitors; hit rate 7.3% among 220,000; AID 1030; active = well fitted inhibition curve with a large enough effect, not every such curve was filed as active; inconclusive = small, poorly fitted or top-dose-only effect, or another doubt; inactive = no such curve, though single readings can be large or run the other way;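 also: plate controls were no enzyme wells and a reference inhibitor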
TRb SRC2 PPI = disrupts binding of human TR beta to SRC2; P10828; TRbeta-SRC2 peptide binding, fluorescence polarization; receptor liganded with 1 µM T3; Potency, µM (titrated, usually from 106 µM), inactives show at the highest dose activity change, negative = inhibition, usual class: inhibitors; hit rate 0.065% among 280,000; AID 1469;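 also: plate controls were bound peptide for no effect and peptide without receptor for full effect; nearly all actives have a fitted effect of over 50% in size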
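Binding of a 20-amino-acid Texas Red SRC2 peptide (20 nM) to TRb ligand-binding domain (0.6 uM) with agonist T3 at 1 uM was followed by fluorescence polarization after a 5 hr room-temperature incubation.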
Lamin A splicing = changes lamin A minigene splicing in HeLa cells; HeLa LMNA splicing GFP/RFP minigene ratio, 48 h; Potency, µM (highest dose often 46.1 µM), inactives show top-dose ratio change, negative = inhibition, most hits filed as inhibitors; hit rate 0.01% among 200,000; AID 1487; active = well fitted inhibition curve with a large enough effect in the signal ratio, with a control signal flat, not every such curve was filed as active; inconclusive = small, poorly fitted or top-dose-only effect, or effect the other way, or a change in a side signal; the % refers to the signal ratio; also: % is scaled to controls: 0 for no effect and ±100 for the full control effect
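Read-out is the ratio of GFP to DsRed2 object intensity, acquired by 488 nm laser-scanning cytometry on HeLa lamin A-EGFP minigene reporter cells. Compound incubation 48 hrs at 37 °C in Opti-MEM with 2% FBS; DMSO 0.5% final.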
An asterisk follows results filed as active; i = inactive; ? = inconclusive; / = not tested or not shown; & = joins results of further samples; [ ] = another dose, or the depositor's remark. Unless noted, calls follow the shape of the dose curve; as a rule, active = well fitted curve in the direction sought with a large enough effect; inconclusive = small, poorly fitted or top-dose-only effect, or another doubt; inactive = no such curve, though single readings can be large; an effect the other way counts as inactive or inconclusive. Potency is read from the fitted curve at half-maximal effect. Only part of the results is shown, so the mix of outcomes need not match the whole.

Field names: A = JMJD2E inh; B = TexasRed fluor; C = RECQ1 helicase; D = SMN2 splice enh; E = GoLoco inh red; F = ALDH1A1 inh; G = TRb SRC2 PPI; H = Lamin A splicing
O=[N+]([O-])c1ccc(N2CCSCC2)cc1O
  A: -0.8%; B: ?; C: -5.9%; D: /; E: -3.4%; F: -9.6%; G: -1.9%; H: -2.5%[46 µM]

Cc1cc(C)nc(SCc2nnc(SCC(=O)Nc3cc(C(F)(F)F)ccc3Cl)o2)n1
  A: -2.7%; B: 5.0%; C: i; D: 14.0%; E: 14.8%; F: 3.0%; G: -21.8%; H: 3.8%

CC(Nc1nc(N2CCCCC2)nc2ccccc12)c1ccccc1 (configuration not stated)
  A: ?; B: 0.6%; C: -6.2%; D: -0.1%; E: -2.0%; F: ?; G: -7.2%; H: ?

COC(=O)c1ccccc1NC(=O)CN1CCN(C23CC4CC(CC(C4)C2)C3)CC1
  A: 9.6%; B: -0.8%; C: i; D: 14.7%; E: 4.2%; F: -3.1%; G: -3.0%; H: -7.5%

COCCCNC(=O)c1nc2c(nnn2Cc2cc(C)ccc2C)c(=O)[nH]1
  A: -2.8%; B: -0.8%; C: 1.9%; D: -31.3%[inhibitor]; E: 15.1%; F: -11.7%; G: -4.0%; H: -12.9%

O=C(CNCCC1=CCCCC1)Nc1ccc(N2CCCCCC2)cc1
  A: ?; B: -4.8%; C: -15.4%; D: -9.9%; E: -0.3%; F: ?; G: -0.6%; H: ?

CCOC(=O)N1CCC2(CC1)NCCc1c2[nH]c2ccccc12
  A: -2.1%; B: -2.3%; C: i; D: /; E: 3.6%; F: /; G: -1.6%; H: /

CCCCOc1ccccc1C1NC(=O)NC(C)=C1C(=O)OCc1ccco1 (configuration not stated)
  A: -8.4%; B: -3.3%; C: -11.9%; D: -23.6%; E: 4.2%; F: ?; G: -7.4%; H: -4.5%

COc1cc(OC)c(NC(C)C(=O)N2CCCC2)cc1Cl (configuration not stated)
  A: 4.6%; B: -2.1%; C: i; D: 7.1%; E: 1.6%; F: -3.1%; G: 3.4%; H: -7.1%[46 µM]

CN1C(=O)C(O)(CC(=O)c2ccc3c(c2)OCO3)c2ccccc21 (configuration not stated)
  A: -18.3%; B: -5.8%; C: -0.7%; D: 8.6%; E: -9.4%; F: -0.1%; G: -9.0%; H: 11.6%

Brought forward from above: 2 compounds; new compounds follow.
Field names: A = JMJD2E inh; B = TexasRed fluor; C = RECQ1 helicase; D = SMN2 splice enh; E = GoLoco inh red; F = ALDH1A1 inh; G = TRb SRC2 PPI; H = Lamin A splicing
COc1cc(OC)c(NC(C)C(=O)N2CCCC2)cc1Cl (configuration not stated)
  A: 4.6%; B: -2.1%; C: i; D: 7.1%; E: 1.6%; F: -3.1%; G: 3.4%; H: -7.1%[46 µM]

CN1C(=O)C(O)(CC(=O)c2ccc3c(c2)OCO3)c2ccccc21 (configuration not stated)
  A: -18.3%; B: -5.8%; C: -0.7%; D: 8.6%; E: -9.4%; F: -0.1%; G: -9.0%; H: 11.6%

Cc1cc(C)cc(NC(=O)Nc2ccc3ccccc3n2)c1
  A: 2.5%; B: -3.2%; C: i; D: /; E: 3.1%; F: /; G: -5.6%; H: /

O=C(Nc1ccccc1)N1CCC(C(=O)N2CCN(c3ccccc3F)CC2)CC1
  A: -2.0%; B: 0.2%; C: i; D: 2.3%; E: 16.4%; F: 1.1%; G: -4.2%; H: -7.1%[46 µM]

CCOC(=O)c1ccc(NC(=O)CC2NCCNC2=O)cc1 (configuration not stated)
  A: -3.0%; B: -5.8%[11.2 µM]; C: -6.5%; D: -2.2%&-0.6%; E: 89.2%[activator]; F: -5.0%; G: 3.1%[11.2 µM]; H: 10.9%

CC/C(=N\NC(=O)c1ccoc1C)c1ccc(C)o1
  A: 5.4%; B: -1.5%; C: 4.5%; D: /; E: 9.0%; F: ?; G: 3.8%; H: ?

CC(C)c1nc(N2CCOCC2)c(C#N)c2c1CCCC2
  A: ?; B: -2.6%; C: -1.9%; D: -6.3%; E: -12.8%; F: ?; G: -7.7%; H: -4.6%

CSc1ccccc1C(=O)NCc1ccc(F)cc1
  A: -10.3%; B: -2.0%; C: i; D: 4.3%; E: 5.5%; F: 1.6%; G: -8.6%; H: ?

CCc1cc(C(c2ccccc2OC)N2CCOCC2)c(NC(=O)c2ccccc2)s1 (configuration not stated)
  A: ?; B: -3.0%; C: ?; D: -19.6%; E: 4.2%; F: -8.8%; G: 1.4%; H: 3.5%

CCOC(=O)c1oc2c(C)c(O)ccc2c(=O)c1-c1nncn1-c1ccccc1
  A: -6.5%; B: -5.0%; C: -5.3%; D: -11.6%; E: 7.7%; F: 0.6%; G: -0.3%; H: -10.0%

C#Cc1ccc([C@@H]2C=C(C(=O)N3CCOCC3)O[C@H](OCCCCO)C2)cc1
  A: -5.5%; B: -2.5%; C: -13.1%; D: /; E: -3.2%; F: ?; G: 3.5%; H: /

COc1ccc(CCNC(=O)CSc2nnc(CNC(=O)c3ccco3)o2)cc1OC
  A: -4.6%; B: -1.1%; C: -2.3%; D: 8.6%; E: 0.3%; F: ?; G: 8.1%; H: 0.9%

Later entries.
Below each compound: JMJD2E inh, TexasRed fluor, RECQ1 helicase, SMN2 splice enh, GoLoco inh red, ALDH1A1 inh, TRb SRC2 PPI, Lamin A splicing
O=C(N/N=C/c1ccc([N+](=O)[O-])s1)C(O)c1ccccc1 (configuration not stated)
→ -0.3%, -0.8%[53 µM], 4.8%, -56.0%[inhibitor], -20.4%, -4.7%, -4.6%[53 µM], ?
N#CC1=C(SCc2ccccc2)NC(=O)CC1c1ccccc1 (configuration not stated)
→ 4.4%, 1.7%, i, -6.9%, 0.2%, ?, -14.9%, -6.4%
CCOc1ccccc1OCCC(=O)Nc1ccc(F)c(Cl)c1
→ 7.2%, -1.3%, i, -12.7%, 9.0%, 1.1%, 1.8%, ?
CCC/C(=N\NC(=O)c1ccccc1C)c1ccccc1
→ 9.2%, -1.0%, -3.4%, -5.0%, 6.4%, 3.0%, 4.2%, 4.9%
Cn1cc(C(=O)N/N=C/C2=C(N3CCOCC3)C(=C\c3ccccc3)/CC2)ccc1=O
→ -0.3%, 2.3%, -0.7%, -2.9%, 6.6%, -10.3%, -11.2%, -0.9%
CCN(CC)c1ccc(S(=O)(=O)N(CC)CC)cc1NC(=O)C1CCCC1
→ -5.0%, -3.5%, i, -12.8%, 3.8%, 2.3%, -6.8%, 9.9%[46 µM]
CCn1c(COc2cccc(C)c2C)nnc1SCC(=O)Nc1cc(C)on1
→ ?, 2.0%, -4.0%, /, 9.4%, -0.3%, 7.0%, 3.7%[46 µM]
CCN(CC)c1ccc(/C=N/Nc2nn[nH]n2)cc1
→ ?, -5.3%, -1.4%, /, 4.8%, /, -2.8%, /
O=C(Nc1ccc(Cl)c(Cl)c1)OCc1cncs1
→ 5.6%, -3.5%, i, -11.4%, 6.7%, -0.1%, 0.1%, -13.8%
COc1ccc(C(CC(=O)N2CCCC2)c2c(OC)cc(OC)c3ccc(=O)oc23)cc1 (configuration not stated)
→ ?, 0.2%&-1.1%, 5.4%&1.3%, /, 7.5%, /, 1.8%&-1.3%, /
COc1cc(N=Nc2ccccc2C(=O)O)ccc1O
→ -3.1%, 0.0%, -5.4%, /, 35.2%[activator], /, 6.5%, /

Laid out differently: ten of the compounds above
compound	JMJD2E inh	TexasRed fluor	RECQ1 helicase	SMN2 splice enh	GoLoco inh red	ALDH1A1 inh	TRb SRC2 PPI	Lamin A splicing
O=[N+]([O-])c1ccc(N2CCSCC2)cc1O	-0.8%	?	-5.9%	/	-3.4%	-9.6%	-1.9%	-2.5%[46 µM]
Cc1cc(C)nc(SCc2nnc(SCC(=O)Nc3cc(C(F)(F)F)ccc3Cl)o2)n1	-2.7%	5.0%	i	14.0%	14.8%	3.0%	-21.8%	3.8%
CC(Nc1nc(N2CCCCC2)nc2ccccc12)c1ccccc1 (configuration not stated)	?	0.6%	-6.2%	-0.1%	-2.0%	?	-7.2%	?
COC(=O)c1ccccc1NC(=O)CN1CCN(C23CC4CC(CC(C4)C2)C3)CC1	9.6%	-0.8%	i	14.7%	4.2%	-3.1%	-3.0%	-7.5%
COCCCNC(=O)c1nc2c(nnn2Cc2cc(C)ccc2C)c(=O)[nH]1	-2.8%	-0.8%	1.9%	-31.3%[inhibitor]	15.1%	-11.7%	-4.0%	-12.9%
O=C(CNCCC1=CCCCC1)Nc1ccc(N2CCCCCC2)cc1	?	-4.8%	-15.4%	-9.9%	-0.3%	?	-0.6%	?
CCOC(=O)N1CCC2(CC1)NCCc1c2[nH]c2ccccc12	-2.1%	-2.3%	i	/	3.6%	/	-1.6%	/
CCCCOc1ccccc1C1NC(=O)NC(C)=C1C(=O)OCc1ccco1 (configuration not stated)	-8.4%	-3.3%	-11.9%	-23.6%	4.2%	?	-7.4%	-4.5%
COc1cc(OC)c(NC(C)C(=O)N2CCCC2)cc1Cl (configuration not stated)	4.6%	-2.1%	i	7.1%	1.6%	-3.1%	3.4%	-7.1%[46 µM]
CN1C(=O)C(O)(CC(=O)c2ccc3c(c2)OCO3)c2ccccc21 (configuration not stated)	-18.3%	-5.8%	-0.7%	8.6%	-9.4%	-0.1%	-9.0%	11.6%

High-throughput results (PubChem BioAssay)
